GSK3beta inhib: human GSK3beta kinase inhibition; P49841; GST-GSK3beta kinase, ADP-Glo luminescence, 60 min; active compounds read low; activity score (negative = inhibition), % at 10 µM; actives 0.038% (n = 300,000); AID 2097;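 active = more than half of replicate wells score below -50%, meaning over 50% inhibition versus plate controls; inconclusive = some replicates but at most half score below -50%; inactive = no replicate scores below -50%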;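 note: 0% = median DMSO wells and -100% = median GW8510 positive control wells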
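test system = GST-tagged human GSK3beta kinase, cell-free | reagent = 25 µM ATP with peptide substrate | dosing = one dose of 10 µM per compound | schedule = 60 min reaction, RT | detection = luminescent ADP-Glo measurement of ADP formed | control set = DMSO neutral wells and GW8510 at 20 µM as positive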
HSF1 activator: increases HSF-1 driven luciferase reporter signal; NIH3T3-HGL HSF-1 luciferase reporter, MG132, 8 h; 100% = twice DMSO control signal; activation, % at 9 µM; actives 1.7% (n = 300,000); AID 504408;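 active = mean replicate activation of at least 50% with a set share of replicates each reaching 50%; inconclusive = only one of those two conditions met; inactive = mean below 50% and too few replicates reaching it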;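 note: 0% = median of the neutral control wells and 100% = twice that signal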
IEC-6 cytotox: counter-screen for KLF5 inhibitors: cytotoxicity in IEC-6 cells | IEC-6 cytotoxicity, luminescence viability | inhibition, % at 5 µM | actives 0.78% (n = 290,000) | AID 1825; in the data active = inhibition above about 22%;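 note: 0% = plate median of test compound wells and 100% = cytotoxic reference compound wells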
KLF5 inh: inhibitors of KLF5 expression. DLD-1 KLF5 promoter-luciferase reporter, luminescence. inhibition, % at 5 µM. actives 0.23% (n = 290,000). AID 1700;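 active = inhibition above a per-plate limit of that plate's mean compound inhibition plus 3 SD, cut at about 60% in these data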;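 note: 0% = DMSO wells and 100% = LY294002 at 200 µM; higher means less KLF5 promoter-driven luciferase light; inactives centre near -14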
GSK3 alpha inh: human GSK-3 alpha kinase inhibition | ADP-Glo luminescence, 60 min | inhibition, % at 10 µM | actives 0.1% (n = 320,000);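 in the data active = inhibition above about 50%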;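 note: GST-tagged GSK-3 alpha with peptide substrate and 25 µM ATP; 0% = DMSO neutral wells and 100% = GW8510 positive control wells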
Target sequence (P49840 whole entry, looked up): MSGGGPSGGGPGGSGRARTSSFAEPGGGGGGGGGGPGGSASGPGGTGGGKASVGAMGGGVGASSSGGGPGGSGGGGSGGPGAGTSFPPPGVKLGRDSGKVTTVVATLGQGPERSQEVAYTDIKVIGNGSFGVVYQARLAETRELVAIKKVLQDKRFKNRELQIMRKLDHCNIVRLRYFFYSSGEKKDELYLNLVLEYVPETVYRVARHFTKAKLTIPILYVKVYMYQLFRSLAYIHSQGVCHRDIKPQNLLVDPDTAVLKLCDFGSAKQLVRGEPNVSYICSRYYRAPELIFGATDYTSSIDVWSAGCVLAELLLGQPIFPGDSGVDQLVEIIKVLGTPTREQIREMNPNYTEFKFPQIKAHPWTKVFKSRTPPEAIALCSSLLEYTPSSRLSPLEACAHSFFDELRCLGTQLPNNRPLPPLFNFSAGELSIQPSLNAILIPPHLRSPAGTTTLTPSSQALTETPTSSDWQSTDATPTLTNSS
HSP90 refold inh: inhibitors of HSP90 luciferase refolding in rabbit reticulocyte lysate | luciferase refolding luminescence, 3 h | inhibition, % at 5.6 µM | actives 0.91% (n = 290,000) | AID 1789;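 active = inhibition above the screen-wide mean plus 3 SD, computed separately per campaign, cut at about 16% in these data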;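 note: 0% = DMSO wells and 100% = 60 µM geldanamycin wells; inhibitors lower the luminescence because luciferase stays unfolded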
AI-2 QS mod: modulates the Vibrio harveyi AI-2 quorum sensing system; Vibrio harveyi JMH597 AI-2 luminescence/OD600 ratio, 9 h; active compounds read low; strain lacks LuxN and CqsS sensors; 0 = neutral-control median; activity change, % at 7.5 µM; actives 0.4% (n = 300,000); in the data active = activity change below about -75%, passing the limit was not always enough; inconclusive = no clear call, values can overlap the other calls;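 note: luminescence divided by OD600 gain over 9 h not by final OD600 alone; inactives centre near 13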
PolyA inh: inhibitors of polyadenylation in S. cerevisiae; S. cerevisiae SKY197-pL101 polyadenylation reporter, beta-gal luminescence; efflux-impaired pdr1/pdr3 knockout yeast; score 100 = 6 SD above DMSO; calls only at 12 µM; actives 0.02% (n = 300,000); AID 1875;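 active = lowest replicate activity score at least 50, where 100 means six control SD above control mean; inconclusive = lowest score under 50 but half or more replicates reach 50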;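 note: yeast exposed to compound for 9 h at 30 °C; higher score means more reporter readthrough which indicates perturbed polyadenylation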
aSyn 5UTR inh: MLPCN primary screen, SNCA 5' untranslated region; alpha-synuclein 5'UTR reporter, inhibitor activity; inhibition, % (tested at 7.5 µM); actives 0.82% (n = 300,000); AID 1813; in the data active = inhibition above about 60%; inconclusive = no clear call, values can overlap the other calls;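 note: H4 neuroglioblastoma cells stably carrying SNCA 5'UTR luciferase fusion; 0% = DMSO wells and 100% = positive control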
HSF1 inh: HSF1 inhibition | NIH3T3-HGL HSE-luciferase, MG132-induced, luminescence 8 h; active compounds read low | activity change, negative = inhibition, % at 7.5 µM (by protocol) | actives 0.77% (n = 300,000) | AID 2098;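 active = more than half of replicate wells show activity change below -50%, luminescence cut by over half; inconclusive = some wells, but at most half, below -50%; inactive = no replicate well below -50%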;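 note: luciferase reports HSF-1 transcriptional activity via heat shock element; 0% = median of DMSO wells and -100% = zero luminescence signal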
* = called active by the depositor; i = inactive; ? = inconclusive; nt = not tested or not shown.

Labels used below: A = GSK3beta inhib; B = HSF1 activator; C = IEC-6 cytotox; D = KLF5 inh; E = GSK3 alpha inh; F = HSP90 refold inh; G = AI-2 QS mod; H = PolyA inh; I = aSyn 5UTR inh; J = HSF1 inh
1	O=[N+]([O-])c1ccc(S(=O)(=O)NCC(c2cccnc2)N2CCc3ccccc32)cc1 (stereo unspecified)
  A = 2; B = 18; C = nt; D = nt; E = 0; F = nt; G = 7; H = i; I = 7; J = 0

2	OC(COc1cccc2ccccc12)CN1CCN(c2ccccc2)CC1 (stereo unspecified)
  A = 14; B = -1; C = 1; D = -23; E = -2; F = 12; G = 33; H = i; I = 4; J = 1

3	Nc1nonc1-c1noc(-c2ccc(Br)o2)n1
  A = -2; B = 16; C = -1; D = -22; E = -1; F = -1; G = 9; H = i; I = -81; J = 6

4	O=C(/C=C/c1ccco1)Nc1ccc2c(c1)OCO2
  A = 2; B = 17; C = 14; D = -74; E = 0; F = 5; G = -14; H = i; I = -188; J = 22

5	COc1cccc(C2=Nn3c(nnc3-c3ccccc3O)SC2)c1
  A = 4; B = 11; C = 3; D = -8; E = 0; F = 2; G = 8; H = i; I = 11; J = 2

6	COc1ccc(C(C)=O)cc1COC(=O)c1c(C)nn(-c2ccccc2)c1C
  A = -3; B = 11; C = 4; D = -6; E = -1; F = 4; G = -8; H = i; I = 21; J = 3

7	CCn1c2ccccc2c2cc(CNCCCN3CCOCC3)ccc21
  A = -2; B = 11; C = 0; D = -4; E = -1; F = 0; G = 11; H = i; I = -26; J = -1

8	COc1cccc(C2/C(=C(\O)c3ccc4c(c3)OCCO4)C(=O)C(=O)N2Cc2cccnc2)c1 (stereo unspecified)
  A = 8; B = 35; C = 2; D = -49; E = -10; F = 0; G = -2; H = i; I = -14; J = 4

9	O=C(Nc1ccc(Cl)c(Cl)c1)C1CCN(C(=O)c2ccco2)CC1
  A = -1; B = 9; C = nt; D = nt; E = 0; F = nt; G = -12; H = i; I = 0; J = 3

10	O=C(OCC(=O)c1ccc[nH]1)c1ccc2ccccc2n1
  A = -5; B = 1; C = -1; D = -21; E = 1; F = -2; G = 13; H = i; I = 3; J = -4

11	Cc1ccccc1C(=O)NCc1nnc(SCC(=O)N2CCN(c3ccccc3)CC2)n1C
  A = 2; B = -7; C = 3; D = -11; E = -3; F = 4; G = 0; H = i; I = 4; J = -2

12	N#Cc1c(SCC(=O)Nc2nccs2)nc2c(c1-c1ccco1)CCCC2
  A = 0; B = -61; C = 2; D = 21; E = -2; F = 0; G = 1; H = i; I = 13; J = ?

13	Nc1ccc(C(=O)OCC(=O)N2CCN(C(=O)c3ccco3)CC2)cc1[N+](=O)[O-]
  A = 1; B = 20; C = 8; D = 26; E = 0; F = 2; G = 10; H = i; I = 5; J = -7

14	c1ccc(CCCCNCC2COc3ccccc3O2)cc1 (stereo unspecified)
  A = 5; B = 3; C = -3; D = 5; E = -4; F = 1; G = 6; H = i; I = 9; J = -2

15	c1ccc(N2CCN(c3nc4ccccc4n4nnnc34)CC2)cc1
  A = 1; B = 15; C = 3; D = -1; E = -3; F = 4; G = 26; H = i; I = -42; J = 3

16	C/C(N)=C(/C#N)C(=O)COC(=O)C1CSC2(c3ccc(F)cc3)CCC(=O)N12 (stereo unspecified)
  A = 1; B = 4; C = -3; D = -31; E = 1; F = 1; G = 12; H = i; I = 1; J = -7

17	COc1ccc(-c2nnc(SCC(=O)NC(=O)NCc3ccco3)o2)cc1
  A = 0; B = 20; C = 3; D = -27; E = -4; F = 10; G = 1; H = i; I = -22; J = -8

18	COc1ccc(-c2ccc(SCC(=O)c3ccccc3)nn2)cc1OC
  A = 5; B = -4; C = 1; D = 1; E = 2; F = -3; G = 3; H = i; I = 13; J = -5

19	Cc1cc(NC(=O)CN2CCN(c3cccc(Cl)c3)CC2)no1
  A = -3; B = 6; C = 6; D = -13; E = -2; F = -1; G = 2; H = i; I = -23; J = 3

20	COCCN(C(=O)CSc1nnc(-c2cccs2)n1N)c1c(N)n(Cc2ccccc2)c(=O)[nH]c1=O
  A = 1; B = -2; C = -8; D = -21; E = -1; F = -3; G = 14; H = i; I = -6; J = -3

21	Clc1ccc(-c2c[n+](Cc3ccc(Cl)cc3Cl)c3n2CCCCC3)cc1
  A = -2; B = 5; C = 6; D = 0; E = 2; F = 1; G = 28; H = i; I = 8; J = -10

22	CCc1c(C)c2ccc(OCC(N)=O)cc2oc1=O
  A = -1; B = 4; C = 5; D = -13; E = nt; F = 4; G = 17; H = i; I = -34; J = -2

23	CCCCCOc1ccc(C(=O)NC(C(=O)O)C(C)C)cc1 (stereo unspecified)
  A = 2; B = -8; C = -4; D = -20; E = -7; F = 1; G = 26; H = i; I = 18; J = -5

Ordered by value in HSF1 inh (smallest number first): six of the compounds above
| nr | SMILES | GSK3beta inhib | HSF1 activator | KLF5 inh | GSK3 alpha inh | HSP90 refold inh | AI-2 QS mod | PolyA inh | aSyn 5UTR inh | HSF1 inh |
| --- | --- | --- | --- | --- | --- | --- | --- | --- | --- | --- |
| 21 | Clc1ccc(-c2c[n+](Cc3ccc(Cl)cc3Cl)c3n2CCCCC3)cc1 | -2 | 5 | 0 | 2 | 1 | 28 | i | 8 | -10 |
| 17 | COc1ccc(-c2nnc(SCC(=O)NC(=O)NCc3ccco3)o2)cc1 | 0 | 20 | -27 | -4 | 10 | 1 | i | -22 | -8 |
| 13 | Nc1ccc(C(=O)OCC(=O)N2CCN(C(=O)c3ccco3)CC2)cc1[N+](=O)[O-] | 1 | 20 | 26 | 0 | 2 | 10 | i | 5 | -7 |
| 11 | Cc1ccccc1C(=O)NCc1nnc(SCC(=O)N2CCN(c3ccccc3)CC2)n1C | 2 | -7 | -11 | -3 | 4 | 0 | i | 4 | -2 |
| 1 | O=[N+]([O-])c1ccc(S(=O)(=O)NCC(c2cccnc2)N2CCc3ccccc32)cc1 (stereo unspecified) | 2 | 18 | nt | 0 | nt | 7 | i | 7 | 0 |
| 19 | Cc1cc(NC(=O)CN2CCN(c3cccc(Cl)c3)CC2)no1 | -3 | 6 | -13 | -2 | -1 | 2 | i | -23 | 3 |

2 records drawn at random from the list so far:
Labels used below: A = GSK3beta inhib; B = HSF1 activator; C = IEC-6 cytotox; D = KLF5 inh; E = GSK3 alpha inh; F = HSP90 refold inh; G = AI-2 QS mod; H = PolyA inh; I = aSyn 5UTR inh; J = HSF1 inh
18	COc1ccc(-c2ccc(SCC(=O)c3ccccc3)nn2)cc1OC
  A = 5; B = -4; C = 1; D = 1; E = 2; F = -3; G = 3; H = i; I = 13; J = -5

16	C/C(N)=C(/C#N)C(=O)COC(=O)C1CSC2(c3ccc(F)cc3)CCC(=O)N12 (stereo unspecified)
  A = 1; B = 4; C = -3; D = -31; E = 1; F = 1; G = 12; H = i; I = 1; J = -7

These rows are one share of the data; rates above refer to the full screens.
